PostGolgi ctrl: growth inhibition of yeast control strain, primary screen, counter-screen for post-Golgi transport modulator project; inhibition, % at 10 µM; AID 738, 2007; 5% of 98,000 active; efflux-deficient yeast background strain, growth absorbance A615, 16 h; in the data active = inhibition above about 30%
S1P2 blocker: human S1P2 receptor antagonists, primary screen, cell-based | Sphingosine 1-phosphate receptor 2 (Homo sapiens), O95136 | cell-based S1P2 antagonist assay, inhibition at 5 uM | inhibition, % at 5 µM | 0.21% of 97,000 active; in the data active = inhibition above about 45%;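 also: CRE beta-lactamase reporter cells expressing human S1P2 stimulated with S1P; 0% = agonist at EC80 alone and 100% = agonist plus reference antagonist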
Target sequence (O95136 whole entry, looked up): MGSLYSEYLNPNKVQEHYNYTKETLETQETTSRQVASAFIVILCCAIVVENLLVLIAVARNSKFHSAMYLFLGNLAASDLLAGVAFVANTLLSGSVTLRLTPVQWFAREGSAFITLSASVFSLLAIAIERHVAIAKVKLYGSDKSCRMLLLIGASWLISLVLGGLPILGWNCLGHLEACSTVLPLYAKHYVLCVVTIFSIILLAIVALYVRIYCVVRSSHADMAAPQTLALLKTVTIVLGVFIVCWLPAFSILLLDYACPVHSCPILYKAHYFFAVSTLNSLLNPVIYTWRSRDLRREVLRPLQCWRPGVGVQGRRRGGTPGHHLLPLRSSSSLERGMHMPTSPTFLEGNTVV
PTPN22 act: LYP phosphatase activators, primary screen, biochemical, DiFMUP fluorescence, 2 µM. AID 697, 2007. Tyrosine-protein phosphatase non-receptor type 22 (Homo sapiens), Q9Y2R2. recombinant LYP; 0 = plate median, 100 = signal doubled. 0.11% of 96,000 active. activation, % at 2 µM;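 active = activation at 2 µM above a set limit, the mean plus 5 SD, cut at about 37% in these data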
sEH inh: soluble epoxide hydrolase inhibitors, primary screen, biochemical, human sEH | AID 707, 2007 | inhibition, % at 2 µM | 0.34% of 91,000 active | recombinant human sEH enzymatic activity assay; in the data active = inhibition above about 80%; also: values of inactives mirror those of a sister screen read the other way; many of its hits are not listed in these tables
Target sequence (P34913 whole entry, looked up): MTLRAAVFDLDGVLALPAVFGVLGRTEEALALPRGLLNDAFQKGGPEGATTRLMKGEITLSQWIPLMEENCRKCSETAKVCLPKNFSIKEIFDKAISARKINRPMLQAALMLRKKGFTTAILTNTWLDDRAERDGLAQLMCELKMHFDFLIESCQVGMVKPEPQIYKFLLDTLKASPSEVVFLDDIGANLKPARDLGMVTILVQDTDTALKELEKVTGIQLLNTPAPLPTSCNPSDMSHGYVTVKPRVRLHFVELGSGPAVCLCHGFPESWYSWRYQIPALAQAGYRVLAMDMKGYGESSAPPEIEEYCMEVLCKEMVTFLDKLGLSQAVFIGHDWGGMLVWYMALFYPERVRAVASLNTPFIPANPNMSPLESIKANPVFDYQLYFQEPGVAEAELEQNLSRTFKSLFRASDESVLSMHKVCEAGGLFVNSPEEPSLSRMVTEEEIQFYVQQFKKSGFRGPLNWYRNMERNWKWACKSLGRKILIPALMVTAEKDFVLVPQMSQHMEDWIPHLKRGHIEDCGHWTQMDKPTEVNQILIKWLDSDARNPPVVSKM
sEH act: soluble epoxide hydrolase activators, primary screen, biochemical, human sEH. Bifunctional epoxide hydrolase 2 (Homo sapiens), P34913. purified human sEH enzymatic activity, activator screen. activation, % at 2 µM. 0.04% of 91,000 active. AID 717, 2007; in the data active = activation above about 37%; also: values of inactives mirror those of a sister screen read the other way
S1P2 ag: S1P2 receptor agonists, primary screen, cell-based; 0.46% of 97,000 active; S1P2-expressing cell line, agonist reporter read-out; Sphingosine 1-phosphate receptor 2 (Homo sapiens), O95136; AID 729, 2007; activation, % at 4.5 µM; in the data active = activation above about 16%;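 also: 0% = vehicle low control and 100% = maximal reference agonist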
HUVEC inhibit: inhibitors of HUVEC proliferation, primary screen, cell-based, 384-well; CellTiter-Glo luminescence, 72 h; active compounds read low; AID 648, 2007; viability, % at 10 µM (by protocol); 1.1% of 86,000 active;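 active = viability at or below 30%; inactive = viability above 30%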;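 also: 100% = median luminescence of DMSO-only cell control wells on each plate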
Lung fibro prol: antiproliferative effect on LL 47 fibroblasts – human, LL 47 cells, CellTiter-Glo luminescence, primary screen | LL 47 human lung fibroblast viability, ATP luminescence; active compounds read low | viability, % at 10 µM | 1.1% of 85,000 active | AID 719, 2007;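 active = viability at or below 50% in the single dose screen; inactive = viability above 50%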;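 also: compound exposure lasted 72 h before the ATP readout; 100% = median luminescence of untreated cell-only wells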
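Times – overnight cell rest, 72 h compound treatment at 37 °C · Test system – human lung fibroblast line LL 47, low passage · Amount – 1,150 cells in each well · Controls – cell-only wells, no compound · Doses – 0.1% DMSO in all compound wells · Measured by – CellTiter-Glo luminescence · Buffer or medium – IMEM plus 15% FBS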
H69AR inhibit: proliferation blockers of H69AR lung cancer cells, primary screen, cell-based, human, 86K library; H69AR lung tumor viability, ATP luminescence, 72 h; active compounds read low; viability, % at 10 µM; 6% of 85,000 active;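 active = viability at or below 40%; inactive = viability above 40%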;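 also: multidrug resistant small cell line overexpressing MRP-1 efflux transporter; 100% = mean luminescence of untreated control wells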
* = called active by the depositor; · = not tested or not shown.

SMILES | PostGolgi ctrl | S1P2 blocker | PTPN22 act | sEH inh | sEH act | S1P2 ag | HUVEC inhibit | Lung fibro prol | H69AR inhibit
CC(=O)N(c1ccccc1)c1c(F)c(F)c(F)c(F)c1F | 8 | 22 | 5 | -3 | 6 | 0 | 98 | 104 | 92
O=C(COC(=O)c1ccc(F)cc1)Nc1ccccc1N1CCOCC1 | · | -16 | -1 | 7 | -4 | -2 | 97 | 97 | 82
COc1ccc(C(=O)N(CC2CCCO2)C(C(=O)NC2CCCC2)c2ccc(C)cc2)cc1OC (configuration not stated) | -2 | -4 | -7 | -9 | 11 | -2 | · | · | ·
O=C(O)CCCN1C(=O)/C(=C/c2ccc(-c3nc4ccccc4s3)o2)SC1=S | -17 | 9 | -38 | 5 | -5 | -7 | · | · | ·
COc1ccc2nc(Nc3nc(C)c(C(C)=O)s3)sc2c1 | 7 | · | · | · | · | · | 72 | 99 | 72
CCCS(=O)(=O)N1CCC(C(=O)NCC2CCCO2)CC1 (configuration not stated) | 7 | 18 | 4 | · | · | -8 | 100 | 104 | 96
COc1cc(C(=O)NCC(C)C)c([N+](=O)[O-])cc1OC | 0 | 12 | 6 | -4 | 3 | -2 | · | · | ·
O=C1CCC(c2ccccc2)N1C(=O)c1cccnc1 (configuration not stated) | -3 | -2 | -6 | 2 | 1 | -3 | 91 | 94 | 84
Clc1ccc(-c2nnc3cccc(Cl)n23)c(Cl)c1 | 10 | 18 | 7 | -10 | 9 | -7 | 113 | 95 | 95
O=C(COC(=O)c1ccc(S(=O)(=O)NCc2ccco2)cc1)NCC1CCCCC1 | -8 | -6 | -4 | 70 | -69 | 0 | · | · | ·
CC(Nc1ccc(Cl)cc1)c1cc(Cl)ccc1O (configuration not stated) | · | 0 | 3 | 4 | -2 | -6 | 71 | 90 | 39*
CCOC(=O)c1sc(NC(=O)CSc2nc(-c3ccco3)cc(C(F)(F)F)n2)c(C(=O)OC)c1C | -1 | 6 | 0 | 13 | -10 | -8 | · | · | ·
O=C(Nc1cnccn1)C1c2ccccc2Oc2ccccc21 | 0 | -7 | 8 | -6 | 12 | -2 | 90 | 96 | 101
O=C(Nc1nccs1)C1CCCN(S(=O)(=O)c2cccnc2)C1 (configuration not stated) | 10 | 20 | 6 | -9 | 7 | -3 | 90 | 100 | 86
CC(C)(C)NC(=O)CSc1nccn1Cc1ccccc1 | 4 | 15 | 4 | 7 | -7 | -2 | 99 | 100 | 102
CN(C)S(=O)(=O)c1ccc(NC(=O)c2ccccn2)cc1 | 1 | -1 | 0 | -4 | 6 | -3 | 98 | 103 | 93
CCNC(=O)c1ccc(-n2nc(C(F)(F)F)c3c2CCCC3)cc1 | 9 | 15 | -5 | -10 | 11 | -4 | · | · | ·
CCOCCCNC(=O)C1CCC(=O)N1CCc1ccccc1 (configuration not stated) | 11 | 8 | 3 | 2 | -4 | -4 | 110 | 104 | 91
CCOc1ccccc1NS(=O)(=O)c1ccc(OC)c(OC)c1 | 6 | 5 | 7 | 5 | -6 | -4 | · | · | ·
COc1ccccc1N1CCN(C2=CC(=O)CCC2)CC1 | -5 | · | · | · | · | · | 101 | 97 | 110
COc1cc(NC(=O)COC(=O)c2nc3nc(C)cc(C)n3n2)cc(OC)c1 | 4 | 5 | -9 | · | · | -5 | 97 | 106 | 85
COc1ccc(NC(=S)N2C3CCC2CC(NC(=O)NC24CC5CC(CC(C5)C2)C4)C3)c(OC)c1 (configuration not stated) | -2 | 13 | -5 | 79 | -78 | -7 | · | · | ·
O=C(c1cccc(Cl)c1)c1nn(-c2ccccc2)c(=O)cc1C(F)(F)F | 30 | 26 | 8 | -14 | 21 | -9 | · | · | ·
COc1cccc2cc(C(=O)C3=C(O)C(=O)N(Cc4ccco4)C3c3cccnc3)oc12 (configuration not stated) | 2 | 0 | 3 | -17 | 16 | -1 | 89 | 97 | 89
CCOC(=O)NCCc1c(C)nc2c(c(C)nn2C(C)(C)C)c1C | 12 | -7 | 7 | 12 | -11 | 3 | 62 | 87 | 84
CCn1c(-c2ccc([N+](=O)[O-])cc2)n[nH]c1=S | 12 | 17 | 9 | 10 | -8 | -5 | · | · | ·
CCOC(=O)Cc1nnc(NC(=O)COc2ccc(F)cc2)s1 | 2 | 12 | 12 | -3 | 4 | -7 | · | · | ·
CCOC(=O)CCSc1nc(C)c2cc(C)c(C)cc2n1 | · | -5 | 0 | 13 | -11 | -7 | 95 | 97 | 82
COC(=O)c1cc2sccc2n1CC(=O)Nc1cc(OC)cc(OC)c1 | -2 | 9 | 12 | · | · | -6 | · | · | ·
CCCCNC(=O)c1cc2c(=O)n3cccc(C)c3nc2n(Cc2ccccc2)c1=N | 12 | · | · | · | · | · | 65 | 85 | 56
Cc1cc(NC(=O)Cn2cnc3c2c(=O)n(C)c(=O)n3C)n(-c2ccccc2)n1 | -9 | 0 | -8 | 6 | -3 | -4 | 97 | 95 | 90
O=C1C2C3C=CC(C2C(=O)N1C1CCCCC1)C1C(=O)N(C2CCCCC2)C(=O)C31 (configuration not stated) | 13 | -12 | -6 | 2 | 1 | -2 | 100 | 93 | 104
O=C(NCCCN1CCN(c2ccccc2F)CC1)C1CCC(=O)N1C1CCCCC1 (configuration not stated) | 2 | 16 | -4 | -15 | 15 | 0 | 89 | 96 | 90
Cc1ccc(-c2nn(Cc3ccccc3)cc2/C=C/C(=O)O)cc1C | -5 | 8 | 0 | -10 | 8 | -2 | 102 | 98 | 75
Cc1ccc(C)c(NC(=S)NNC(=O)c2csc(C(C)C)c2)c1 | · | -27 | 12 | 8 | -3 | 1 | 97 | 92 | 53
CCNc1nc(OC)nc(Oc2ccc(=O)n(-c3ccccc3)n2)n1 | 14 | -24 | 8 | 1 | 0 | -1 | 95 | 103 | 98
O=C(COC(=O)c1ccccc1NC(=O)c1ccco1)NCC1CCCCC1 | 18 | 8 | 8 | 74 | -74 | 0 | · | · | ·
Cc1nn(C)c(C)c1/C=N/NC(=O)c1csc2ccccc12 | -2 | -4 | -11 | 71 | -71 | -5 | · | · | ·
Cc1ccc2[nH]c3c(=O)n(CCN4CCNCC4)cnc3c2c1 | 4 | 4 | 10 | 11 | -9 | -5 | 86 | 92 | 83
CC1(C)CC(=O)C2=C(C1)N(Cc1ccco1)C(=O)C2(NC(=O)C1CCCCC1)C(F)(F)F (configuration not stated) | 11 | 3 | -10 | -3 | 4 | -6 | 100 | 97 | 75
CCOc1ccc(Oc2nc(NCC(C)C)nc(OC)n2)nn1 | 6 | · | · | · | · | · | 94 | 106 | 89
Cc1ccc(C(O)c2ccncc2)cc1 (configuration not stated) | 0 | -24 | 9 | -29 | 28 | -3 | · | · | ·
CC(NC(=O)c1ccccc1)c1nc2ccccc2n1Cc1ccc(C#N)cc1 (configuration not stated) | 1 | 13 | -5 | -13 | 13 | -3 | 102 | 93 | 70
CCOC(=O)c1sc2nc(NC(=O)C(C)(C)C)sc2c1C | 19 | 31 | -2 | -6 | 8 | -4 | 71 | 92 | 95
Cc1cc(NC(=O)c2noc3c2CCCCC3)nn1Cc1ccc(Cl)cc1 | 7 | · | · | · | · | · | 69 | 105 | 86
CCC(C)(C(=O)NC1CCCCC1)N(CC1CCCO1)C(=O)c1ccccn1 (configuration not stated) | 2 | 10 | 7 | 8 | -11 | 0 | 111 | 99 | 87
COc1ccc(OC)c(NC(=O)C(CC(=O)O)NCc2ccco2)c1 (configuration not stated) | 4 | 27 | -2 | -13 | 12 | -5 | · | · | ·
COc1cc(C2C3C(=O)N(c4ccccc4)C(=O)C3ON2c2ccccc2)cc(OC)c1OC (configuration not stated) | -4 | 22 | -5 | -7 | 4 | -4 | 103 | 112 | 96
CC(=O)Nc1c(C#N)c(C(C)(C)C)cn1C | 19 | -127 | 4 | 0 | 4 | -4 | 99 | 97 | 97
O=C(OCC(=O)N1CCCCCC1)c1n[nH]c(=O)c2ccccc12 | 16 | · | · | · | · | · | 93 | 102 | 92
CCOc1ccc2nc(NC(=O)Cn3cnc4c3c(=O)n(C)c(=O)n4C)sc2c1 | -2 | · | · | · | · | · | 97 | 104 | 91
C=CCc1cc(/C=N/NC(=O)CSc2nnc(CCCc3ccc(OC)cc3)o2)cc(OC)c1O | 4 | -34 | -12 | 21 | -23 | -1 | · | · | ·
Cc1ccc(-n2c(CNc3ccc(F)cc3)nnc2SCC(N)=O)cc1 | 10 | 1 | 4 | -7 | 11 | -4 | 96 | 101 | 96
COCC(=O)Nc1sc2c(c1C(=O)OC)C(C(=O)OC)CC2 (configuration not stated) | 26 | -15 | 3 | -12 | 14 | -4 | 97 | 98 | 83
Cc1cccc(N(CC(=O)N2CCCC2)S(=O)(=O)c2ccccc2)c1C | 17 | 8 | -3 | 4 | -4 | -4 | 107 | 94 | 88
CCn1c(SCC(=O)c2ccc(CNC(C)=O)o2)nnc1-c1cccs1 | 4 | 13 | -3 | -3 | 2 | -6 | 94 | 100 | 101
COCCNC(=O)Cn1nc(C(F)(F)F)cc1C | -3 | 15 | 4 | · | · | -4 | 102 | 103 | 95
Nc1ccc2oc(=O)c3ccccc3c2c1 | 6 | -12 | 2 | 5 | -5 | -6 | 74 | 111 | 82

Seven records picked at random from those above, as already listed:
SMILES | PostGolgi ctrl | S1P2 blocker | PTPN22 act | sEH inh | sEH act | S1P2 ag | HUVEC inhibit | Lung fibro prol | H69AR inhibit
CCOc1ccccc1NS(=O)(=O)c1ccc(OC)c(OC)c1 | 6 | 5 | 7 | 5 | -6 | -4 | · | · | ·
CCOC(=O)c1sc2nc(NC(=O)C(C)(C)C)sc2c1C | 19 | 31 | -2 | -6 | 8 | -4 | 71 | 92 | 95
O=C(COC(=O)c1ccccc1NC(=O)c1ccco1)NCC1CCCCC1 | 18 | 8 | 8 | 74 | -74 | 0 | · | · | ·
O=C(OCC(=O)N1CCCCCC1)c1n[nH]c(=O)c2ccccc12 | 16 | · | · | · | · | · | 93 | 102 | 92
Cc1ccc(-c2nn(Cc3ccccc3)cc2/C=C/C(=O)O)cc1C | -5 | 8 | 0 | -10 | 8 | -2 | 102 | 98 | 75
Cc1cc(NC(=O)Cn2cnc3c2c(=O)n(C)c(=O)n3C)n(-c2ccccc2)n1 | -9 | 0 | -8 | 6 | -3 | -4 | 97 | 95 | 90
COc1cccc2cc(C(=O)C3=C(O)C(=O)N(Cc4ccco4)C3c3cccnc3)oc12 (configuration not stated) | 2 | 0 | 3 | -17 | 16 | -1 | 89 | 97 | 89

By substructure, the compounds so far with a cyano group (2)
SMILES | PostGolgi ctrl | S1P2 blocker | PTPN22 act | sEH inh | sEH act | S1P2 ag | HUVEC inhibit | Lung fibro prol | H69AR inhibit
CC(NC(=O)c1ccccc1)c1nc2ccccc2n1Cc1ccc(C#N)cc1 (configuration not stated) | 1 | 13 | -5 | -13 | 13 | -3 | 102 | 93 | 70
CC(=O)Nc1c(C#N)c(C(C)(C)C)cn1C | 19 | -127 | 4 | 0 | 4 | -4 | 99 | 97 | 97

Assay outcomes as filed in PubChem BioAssay.

A portion of the library; count on the stated rates, not on these rows.
